Source: PubChem BioAssay
KDM5B inh = Primary screen for KDM5B Histone Demethylases FDH-coupled qHTS | Lysine-specific demethylase 5B (Homo sapiens), Q9UGL1 | KDM5B demethylase, FDH-coupled NADH fluorescence (FDH is formaldehyde dehydrogenase) | Potency, µM (top dose mostly 57.7 µM), for inactives: at the top dose activity change, negative = inhibition, usual class: inhibitors | actives 2.6% (n = 220,000); active = well fitted inhibition curve with a large enough effect; inconclusive = small, poorly fitted or top-dose-only effect; inactive = no such curve, though single readings can be large or run the other way; also: 0% is about no effect; nearly all actives have a fitted effect of over 70% in size
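Compound dilutions met 200 nM (final) KDM5BΔAP for 10 min at room temperature before substrate addition. The substrate mix held 12.5 µM H3K4me3 with cofactors 25 µM α-ketoglutarate and 50 µM Fe²⁺. NADH signal gain over 30 min defined activity.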
Starred values were filed as active, the others as inactive; i = inactive; ? = inconclusive; [ ] = another dose, or the depositor's remark. Potency is read from the fitted curve at half-maximal effect. Some of the compounds tested, so the mix of outcomes need not match the whole.

Sample of the layout, 6 compounds:
nr | canonical_smiles | KDM5B inh
1 | CC(C)NC(=O)Cn1ccn2nc3c(c2c1=O)CCCC3 | 23%
2 | COc1cccc(NC(=O)Cn2c(=O)ccc3cc(S(=O)(=O)N4CCC(C)CC4)ccc32)c1 | ?
3 | CC(C)c1ccc2nc(SCC(=O)NCC3CCCO3)c(C#N)cc2c1 (stereo not given) | -4%
4 | COc1ccc(C(=O)NCc2nnc3ccc(-c4ccc(Cl)cc4)nn23)c(C)c1 | 25µM*
5 | COc1ccc(-c2ocnc2C(=O)Nc2ccc3c(c2)OCCO3)cc1 | ?
6 | Cc1oc2ncn(C)c(=O)c2c1C(=O)N(C)c1ccccc1F | 5%

The whole of this part, from the first entry:
nr | canonical_smiles | KDM5B inh
1 | CC(C)NC(=O)Cn1ccn2nc3c(c2c1=O)CCCC3 | 23%
2 | COc1cccc(NC(=O)Cn2c(=O)ccc3cc(S(=O)(=O)N4CCC(C)CC4)ccc32)c1 | ?
3 | CC(C)c1ccc2nc(SCC(=O)NCC3CCCO3)c(C#N)cc2c1 (stereo not given) | -4%
4 | COc1ccc(C(=O)NCc2nnc3ccc(-c4ccc(Cl)cc4)nn23)c(C)c1 | 25µM*
5 | COc1ccc(-c2ocnc2C(=O)Nc2ccc3c(c2)OCCO3)cc1 | ?
6 | Cc1oc2ncn(C)c(=O)c2c1C(=O)N(C)c1ccccc1F | 5%
7 | COc1ccc(N2C(=O)C3(CCCCC3)C2C(=O)NCCN2CCc3ccccc3C2)cc1 (stereo not given) | 25µM*
8 | Cc1ccc(CN2CCN(Cc3cnc(N(C)C)s3)CC2CCO)o1 (stereo not given) | 13%
9 | Cc1cc2[nH]c(=O)c(=O)[nH]c2cc1S(=O)(=O)NCc1ccc(F)cc1 | ?
10 | Cn1c(=O)c2c(nc(NC3CCCCC3)n2Cc2c(F)cccc2Cl)n(C)c1=O | 19%
11 | Cc1ccc(NC(=O)c2sc(-n3nc(C)c(Cc4ccc5c(c4)OCO5)c3C)nc2C)cc1Cl | 6%
12 | CCOc1ccccc1C(=O)N1CCC2(CC1)NC(=O)N(c1cccc(Cl)c1)N2 | 12%
13 | CN(C(=O)CNC(=O)NC(Cc1c[nH]c2ccccc12)C(=O)O)c1ccccc1 (stereo not given) | -7%
14 | Cc1cccc(-c2noc(CN(C)C(=O)c3ccc4c(c3)OCO4)n2)c1 | 0%
15 | O=C(NCCCc1ccccc1)c1nn(-c2ccccc2)nc1CO | ?
16 | O=C(NCCc1ccc(Cl)cc1)C1CCN(S(=O)(=O)c2ccc3[nH]ccc3c2)CC1 | -26%
17 | CCc1ccc(Cn2nnc3c(=O)[nH]c(C4CCCN(C(=O)c5cccc(Cl)c5)C4)nc32)cc1 (stereo not given) | -16%
18 | Cc1ccccc1OC(=O)c1cc(-c2ccc3c(c2)OCCO3)on1 | -17%
19 | CN1c2cc(C(=O)Nc3cccc(F)c3)ccc2C(=O)N2CCCCCC21 (stereo not given) | ?
20 | CCNc1nc(-c2cc(C)n(-c3cc(C)on3)c2C)cs1 | 4%
21 | Cc1ccc(-n2cc(CN(C)C(C)C(=O)N(C)C)c(-c3cccc(C)c3)n2)cc1 (stereo not given) | -48%
22 | O=C(c1cc[nH]c1)N1CCN(c2nc3ccccc3s2)CC(O)C1 (stereo not given) | -6%
23 | Cc1nn(-c2ccccc2)nc1C(=O)c1c(C)[nH]n(-c2ccccc2)c1=O | ?
24 | CC(=O)Nc1ccc(CN[C@@H]2CO[C@H](CNC(=O)C3CCCC3)[C@H]2O)cc1 | -2%[86.2 µM]
25 | CCCNC(=O)c1cccc2c1CCN2S(=O)(=O)c1ccc(OC)cc1 | -1%
26 | CN(C)c1cccc(-c2nc(-c3nnn4c3COC(c3ccc(Cl)cc3)C4)no2)c1 (stereo not given) | ?
27 | CCOc1ccc(C2CC(c3ccccc3NS(C)(=O)=O)=NN2C(C)=O)cc1 (stereo not given) | -12%
28 | Cc1cc(F)ccc1NC(=O)CCC1CCCN(Cc2cn[nH]c2-c2cccc(F)c2)C1 (stereo not given) | -10%
29 | COc1ccc(CCNC(=O)Cn2c(=O)n(-c3ccc(F)cc3)c(=O)c3sccc32)cc1OC | 5%
30 | C=CCC1(CC=C)CCCN1Cc1nc(COc2ccccc2)no1 | -23%
31 | CCC1CCCCN1CCCNC(=O)c1c(O)nc2c(C)cccn2c1=O (stereo not given) | ?
32 | COc1ccc(CN2Cc3cc(NC(=O)c4ccc5c(c4)OCO5)ccc3OC(C)C2=O)cc1 (stereo not given) | ?
33 | CCCN(CCC)c1ccc(NS(=O)(=O)c2cccs2)cc1C(=O)O | 12%
34 | COC(=O)[C@@H](CC(C)C)NC(=O)Nc1cccc(OC)c1 | 17%
35 | O=C(Nc1cccc(Cl)c1)N1CCCCC1c1noc(COCC2CC2)n1 (stereo not given) | 5%
36 | Cc1ccccc1OCC(O)CN1C(=O)c2ccccc2C1=O (stereo not given) | -1%
37 | COCCN(C)C[C@H]1C[C@H](CO)CN(C(=O)c2ccc(SC)cc2)C1 | -12%
38 | CCn1nc(C(=O)OCC(=O)Nc2ccc(Cl)c(C(F)(F)F)c2)c2ccccc2c1=O | -16%
39 | CN(CC(=O)NC(C)(C)C)Cc1ccc(C#N)cc1 | 24%
40 | CCCSCCCNC(=O)c1sc2nc(C)cc(C)c2c1-n1cccc1 | -11%
41 | CCOc1ccccc1CN1CCCN(S(C)(=O)=O)C(c2ccccc2)CC(=O)NCC1 (stereo not given) | -3%
42 | Cc1cc(=O)oc2cc(OCC(=O)N(C)C)c(Cl)cc12 | 10%
43 | Cc1ccc2c(C)c(C(=O)O)oc2c1 | -5%
44 | O=C(CN1C(=O)NC2(CCOCC2)C1=O)Nc1cc(F)cc(F)c1 | -2%
45 | O=C(C[n+]1cc(-c2ccc(Cl)c(Cl)c2)n2c1CCC2)c1cccs1 | -3%
46 | Cc1noc(-c2cn(C3CCN(C(=O)c4ccc[nH]4)CC3)nn2)n1 | 7%
47 | CCOC(=O)c1nc2sc3c(c2c(=O)[nH]1)CCC(C)C3 (stereo not given) | -12%
48 | O=c1cc(CN2CCN(CCO)CC2)c2cc(O)ccc2o1 | -20%
49 | Cc1cccc(C(=O)N2CCCC(c3noc(-c4cc5c(=O)[nH]c(C)cn5n4)n3)C2)c1 (stereo not given) | i
50 | CN(C)c1ccc(C(=O)N2CCN(C(=O)c3ccc(N(C)C)cc3)[C@H](C(=O)N[C@H](Cc3c[nH]c4ccccc34)C(N)=O)C2)cc1 | 28µM*

Carrying on.
nr | canonical_smiles | KDM5B inh
51 | CCOc1ccc(CN(CCc2ccc3c(c2)OCO3)Cc2cc(OC)cc(OC)c2)cc1 | ?
52 | Cc1cc(C)c(C(=O)COC(=O)c2ccc(NC(=O)CC#N)cc2)cc1C | 9%
53 | O[C@@H]1C[C@@H](c2nnc3n2CCN(Cc2ccc(F)cc2F)C3)N(Cc2ccccc2)C1 | 8%
54 | Cc1cccc2c(C(=O)NCCc3ccccc3)cc(-c3cccnc3)nc12 | ?
55 | COCCN1CCCCC(CC(=O)Nc2cc(OC)cc(OC)c2)C1=O (stereo not given) | -4%
56 | Cc1ccccc1NC(=O)Cn1nc(C)c2ccccc2c1=O | -1%
57 | O=S(=O)(Nc1nc2ccccc2nc1Nc1cccc(F)c1)c1cccc(Cl)c1 | 56%[activator]
58 | COc1cccc(CNC(=O)c2sc(-c3ccc(OC)c(OC)c3)nc2C)c1 | ?
59 | NC(=O)c1c(/N=C/c2cccs2)sc2c1CCCC2 | ?
60 | O=C(CCC[C@@H]1[C@H]2CCCN3CCC[C@@H](CN1C(=O)c1ccccc1)[C@@H]23)NCCCN1CCCC1=O | ?
61 | Cc1noc(C)c1S(=O)(=O)N(CC(=O)NCc1ccccc1)c1ccc(C(C)C)cc1 | ?
62 | Cc1c(C(=O)N/N=C/c2ccoc2)cccc1[N+](=O)[O-] | 23%
63 | CC(c1cccs1)N(C)C(=O)C1CCCC1 (stereo not given) | 19%
64 | CC(C)N1CC(Oc2cccc(C(=O)N3CCOCC3)c2)C1 | 7%
65 | COc1ccc(-c2cc(N3CCC(NC(=O)c4ccc5c(c4)OCO5)CC3)n[nH]2)cc1 | -11%
66 | COc1ccc(CC(=O)N2CCn3c(nnc3-c3ccc(OC)cc3)C2)cc1 | -7%
67 | Cc1cc(Cl)ccc1-n1ncc2c(NCC3CCCO3)ncnc21 (stereo not given) | 13%
68 | CCOc1ccc2c(n1)CCN(C(=O)Cc1c(C)noc1C)C2 | 14%
69 | O=C(c1ccccc1Cl)N1CCC(c2nc3ccccc3s2)CC1 | 8%[11.5 µM]
70 | O=C(c1nc(-c2ccc(F)cc2)c2ccccn12)N1CCN(c2ncccn2)CC1 | 28µM*
71 | CCCNC(=O)N1CCC2(CCCCO2)CC1 | -22%
72 | CCS(=O)(=O)c1ncc(Cl)c(C(=O)NCc2ccc(OC)cc2)n1 | -30%
73 | COc1ccc(Nc2ncc(C(=O)N3CCN(c4ccccc4OC)CC3)c3ccccc23)cc1 | ?
74 | Cc1ccc(Cl)cc1NC(=O)CCn1cnc2ccccc2c1=O | ?
75 | C#CCNC(=O)C1=NOC2CN(C(=O)C3CC3)CC12 (stereo not given) | 8%[149 µM]
76 | CCc1cccc(-n2nnnc2N2CCN(C(=O)NC3CCCCC3)CC2)c1 | -1%[115 µM]
77 | Cn1c(NCc2ccccc2Cl)nc2c1c(=O)n(Cc1ccccc1F)c(=O)n2C | -13%
78 | COc1ccc2c(c1)c1c(c(=O)n(-c3cccc(C)c3)c(=O)n1CC(=O)NCC1CCCO1)n2C (stereo not given) | ?
79 | CC(C)c1ccc(CNCC2CCCO2)cc1 (stereo not given) | 12%
80 | N#CC1=C2SCN(C3CCCCC3)CN2C(=O)CC1c1ccc(Br)cc1 (stereo not given) | ?
81 | CC(C)c1cc(NCc2cccnc2)n2ncc(-c3ccccc3)c2n1 | ?
82 | O=c1c2nc(-c3ccccc3)ccc2ncn1-c1ccccc1 | 40µM*
83 | CCOC(=O)NNc1cc(C(F)(F)F)ccn1 | -7%
84 | COc1ccccc1CN(Cc1ccco1)c1cnc(S(C)(=O)=O)nc1C(=O)Nc1ccccc1 | -10%
85 | O=C(COc1ccc(Cl)cc1Cl)NCCc1csc(-c2cccnc2)n1 | 3%
86 | COc1ccc(-c2ccc3nc(-c4ccc(F)c(F)c4)oc3c2)c(OC)c1OC | i
87 | Cn1nc(C2CCCN(C(=O)CCc3ccccc3)C2)n(-c2ccccc2)c1=O (stereo not given) | -16%
88 | CCN(Cc1ccc(OC)c(F)c1)C(=O)COC(=O)c1nn(CC)c(=O)c2ccccc12 | 7%
89 | COCC1CCN(C(=O)C2CCCN(S(=O)(=O)c3cn(C)cn3)CCC(=O)NCC2)CC1 (stereo not given) | 37%
90 | CN(C)Cc1cccc(-c2cc(-c3ccncc3)c3cncn3c2)c1 | 28µM*
91 | Cc1cc(OCc2nn[nH]n2)c2c(C)c(C)c(=O)oc2c1 | ?
92 | COC1CN(C2CCN(C(=O)Cc3ccccc3)CC2)C12CCOCC2 (stereo not given) | -4%
93 | COC(=O)C1=C(CN2CCN(c3ccccn3)CC2)NC(=O)NC1c1ccc(C)cc1 (stereo not given) | 11%
94 | CCOC(=O)c1cccc(NC(=O)CCn2c(-c3ccc(F)cc3)cc(C(=O)OCC)c2C)c1 | ?
95 | CCNC(=O)NC(=O)C(C)Nc1ccc2oc(C3CC3)nc2c1 (stereo not given) | -32%
96 | Cc1ccc(C)c(CN2C[C@@H]3C(=O)N(CCN4CCc5ccccc5C4)C(=O)[C@@H]3C2)c1 | -33%
97 | COc1ccc(CC(NC(C)=O)C(=O)NC2CCN(C(=O)c3ccncc3)CC2)cc1OC (stereo not given) | 22%
98 | O=C(c1ccc(-n2cccn2)cc1)N1CCCC1c1ccc2c(c1)OCCCO2 (stereo not given) | 13%
99 | Cc1cccc(C)c1NC(=O)CSc1nc(-c2ccccc2)nc2c1Cc1c(CO)cnc(C)c1O2 | -6%
100 | CCn1ncc(N2CCCC(CC(=O)Nc3ccc(C)c(C)c3)C2)cc1=O (stereo not given) | -1%

Of the compounds above, three have two or more sulfur atoms.
nr | canonical_smiles | KDM5B inh
33 | CCCN(CCC)c1ccc(NS(=O)(=O)c2cccs2)cc1C(=O)O | 12%
40 | CCCSCCCNC(=O)c1sc2nc(C)cc(C)c2c1-n1cccc1 | -11%
59 | NC(=O)c1c(/N=C/c2cccs2)sc2c1CCCC2 | ?

Next section
nr | canonical_smiles | KDM5B inh
101 | O=C(NCc1ccccn1)Nc1ccc(F)cc1F | 31%
102 | O=C(Nc1ccc(Oc2cnccn2)cc1)c1cc(F)cc(F)c1 | 6%
103 | CCc1ccc(CNC(=O)c2cc3c(=O)oc4ccc(C)cc4c3s2)cc1 | ?
104 | COc1ccc(-c2nc3cc(NC(=O)c4cc(Cl)ccc4OC)ccc3o2)cc1 | 9%
105 | CC(C)NC(=O)N(C1CC1)C1CCOC2(CCN(C(=O)C3(c4ccccc4)CC3)CC2)C1 (stereo not given) | 12%
106 | C[C@@H](NS(C)(=O)=O)c1onc(-c2cccnc2)c1C(=O)O | -24%[86.2 µM]
107 | Cc1ccc(Cl)cc1NC(=O)COc1ncnc2ccccc12 | 15%
108 | CCN(CC)CCNC(=O)c1ccc(N)cc1 | 23%
109 | CCOc1ccc(S(=O)(=O)NCCc2sc(-c3ccc(OC)cc3)nc2C)cc1 | 339%[activator]
110 | COc1ccc(NC(=O)N2CCC(n3c(C)nc4cccnc43)CC2)cc1OC | -8%
111 | C=CCc1cccc2cc(-c3nc4ccc(C)cc4[nH]3)c(=O)oc12 | -25%
112 | COC(=O)[C@H](NC(=O)[C@@]1(O)C[C@@H](O)[C@H](O)[C@@H](NC(=O)Nc2ccc(C)cc2)C1)C(C)C | -1%[86.2 µM]
113 | COc1cccc(NC(=O)C(Cc2ccccc2)NS(=O)(=O)c2ccc3c(c2)c(=O)n(C)c(=O)n3C)c1 (stereo not given) | -15%
114 | Cc1cccc(C(C(=O)N2CCN(CC(=O)NC(C)C)CC2)N(C)C)c1 (stereo not given) | -14%
115 | Cc1ccccc1NC(=O)Nc1cc(-c2ccccc2)nn1C | 11%
